# FBW7 act: human FBW7 E3 ligase activation, primary screen. normalized activity (activation), % at 26.1 µM. AlphaScreen FBW7–phospho-cyclin E peptide binding, activator screen. actives 0.13% (n = 650,000); in the data active = normalized activity above about 1.9%;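 note: purified mutant Fbw7 with reduced substrate affinity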
# TEAD-YAP block: TEAD-YAP interaction inhibition | HEK-TIYL cells, TEAD-Gal4/YAP UAS-luciferase luminescence | inhibition, % at 9.12 µM | actives 1.4% (n = 640,000) | AID 1259422; in the data active = inhibition above about 32%;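 note: 0% = median of test compound wells and 100% = reference inhibitor wells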
# MITF primary: human MITF inhibition, primary screen; O75030; AlphaScreen MITF homodimerization, bead proximity signal; inhibition, % at 2.6 µM; actives 0.91% (n = 650,000); in the data active = inhibition above about 50%;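 note: 0% = vehicle wells with protein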
# Target sequence (O75030 whole entry, looked up): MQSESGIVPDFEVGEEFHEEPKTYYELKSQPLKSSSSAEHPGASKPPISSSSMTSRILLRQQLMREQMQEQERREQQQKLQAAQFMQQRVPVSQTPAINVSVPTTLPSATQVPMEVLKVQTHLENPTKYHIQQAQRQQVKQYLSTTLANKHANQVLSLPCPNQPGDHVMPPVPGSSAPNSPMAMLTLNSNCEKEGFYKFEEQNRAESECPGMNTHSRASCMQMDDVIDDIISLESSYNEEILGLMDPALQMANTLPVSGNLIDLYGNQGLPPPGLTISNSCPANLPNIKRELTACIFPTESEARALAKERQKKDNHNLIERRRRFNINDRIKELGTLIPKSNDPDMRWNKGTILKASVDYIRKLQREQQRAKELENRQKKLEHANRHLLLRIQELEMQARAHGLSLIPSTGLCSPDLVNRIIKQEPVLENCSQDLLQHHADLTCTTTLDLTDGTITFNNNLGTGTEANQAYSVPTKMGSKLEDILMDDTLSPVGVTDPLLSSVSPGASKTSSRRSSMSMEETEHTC
# GPR151 activ: activates the human receptor GPR151 | AID 1508602 | activation, % at 11.2 µM | Q8TDV0 | actives 1% (n = 650,000) | PathHunter beta-arrestin GPR151 cells, luminescence; in the data active = activation above about 4.9%;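 note: 0% = median of compound wells and 100% = cells with positive control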
# Target sequence (Q8TDV0 whole entry, looked up): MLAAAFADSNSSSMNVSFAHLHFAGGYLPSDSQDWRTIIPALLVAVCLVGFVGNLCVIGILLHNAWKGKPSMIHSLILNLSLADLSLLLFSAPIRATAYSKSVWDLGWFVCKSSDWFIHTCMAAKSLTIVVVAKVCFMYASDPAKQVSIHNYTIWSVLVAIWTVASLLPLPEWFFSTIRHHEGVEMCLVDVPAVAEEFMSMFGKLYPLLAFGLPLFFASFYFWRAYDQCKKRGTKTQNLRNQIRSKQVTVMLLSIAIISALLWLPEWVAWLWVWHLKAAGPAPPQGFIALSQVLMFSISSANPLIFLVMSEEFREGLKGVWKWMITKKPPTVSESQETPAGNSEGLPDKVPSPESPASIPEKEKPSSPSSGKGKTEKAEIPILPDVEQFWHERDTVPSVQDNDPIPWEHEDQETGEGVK
# Active calls of the source: *; nt = no result given; & = joins results of further samples; ! = a repeat was not active. Not a hit list; about 3.4% have a hit in one of these screens.
SMILES,FBW7 act,TEAD-YAP block,MITF primary,GPR151 activ
CN1CCN(C(c2cccc(Br)c2)c2sc3nc(-c4ccco4)nn3c2O)CC1 (stereo not given),-0.1,-10.6,-7.5,-0.4
COc1ccc(CC(=O)N2CCc3cc(OC)c(OC)cc3C2COc2ccc(OC)cc2)cc1 (stereo not given),-0.1,-2.2,3.1,0.7
Cc1cc([N+](=O)[O-])c(N2CCCC2)cc1NC(=S)NC(=O)c1cccs1,-0.1,4.0,2.2,-0.8
COc1ccc(OC)c(C2Oc3c(OC)cccc3C3CC(c4cccs4)=NN32)c1 (stereo not given),0.1,-49.8,-0.3,-0.6
CCCN1CCCc2cc(CNC)ccc21,-0.5,-3.4,13.7,-0.8
CCS(=O)(=O)N1CCN(Cc2c[nH]c3ccccc23)CC1,0.1,11.5,50.6*,-2.0
CCc1cccc(C)c1NC(=O)CCS(=O)(=O)c1ccc2c(c1)SC(C)C(=O)N2 (stereo not given),-0.1,-2.0,0.1,1.6
CC1CCc2cc(F)ccc2N1S(=O)(=O)c1cccc2nsnc12 (stereo not given),-0.3,-8.3,5.7,-0.7
COc1ccc(N(C)C(=O)c2cnc(N3CCN(c4ncccn4)CC3)c3ccccc23)cc1,-0.2,2.5,5.5,-1.1
CCCCCOC(=O)CSc1nc2sc3c(c2c(=O)n1-c1ccccc1)CC(C)(C)OC3,0.1,9.1,1.9,-0.6
CCN(CC(=O)Nc1ccc(C(C)=O)cc1)CC(=O)Nc1ccccc1OC,0.1,2.0,8.4,-0.6
O=C(c1ccco1)N1CCN(CC(O)Cn2c3ccccc3c3ccccc32)CC1 (stereo not given),-0.3,-7.5,-15.5,0.5
O=C(c1ccccc1)c1nnc(-c2ccccc2)s1,-0.2,-41.2,-0.1,-1.7
Cc1cc(C)cc(OCCCCCNCCO)c1,0.0,2.8,-17.6,0.8
Nc1nnc(SCC(=O)c2c(-c3ccccc3)[nH]c3ccccc23)s1,0.3,-4.7,19.9,-1.2
O=C(Oc1ccc(Cl)c2cccnc12)N(c1ccccc1)c1ccccc1,0.0,-7.9,-6.5,-0.9
Cn1c(SCC(=O)Nc2cccc(Cl)c2)nnc1-c1cccs1,0.0,2.6,-3.0,0.9
CCCNc1ccnc(N2CCN(Cc3ccc4c(c3)OCO4)CC2)n1,0.0,-4.4,13.4,2.3
CC1CCN(S(=O)(=O)c2ccc(SCC(=O)O)c(NCC(=O)O)c2)CC1,0.1,7.1,-5.3,0.1
CC(C)CC1=NN2C(=N)/C(=C/c3ccc(OCc4ccc(F)cc4)cc3)C(=O)N=C2S1,0.5,-23.0,10.8,-4.6
CN1c2ccc([N+](=O)[O-])cc2C(c2ccccc2)C1CO (stereo not given),0.0,-15.7,9.2,0.3
CCOc1ccccc1NC(=O)C1=C(C)NC(=O)NC1c1cccs1 (stereo not given),0.1,3.5,11.9,0.0
COc1ccc(NC(=O)c2cc3nc(-c4ccc(C)cc4)cc(C(F)(F)F)n3n2)cc1,0.1,5.8,5.9,-0.8
COc1ccc(N2CC(NC(=O)NCCOCCO)CC2=O)cc1OC (stereo not given),0.1,11.7,4.4,-1.0
COc1ccc(-n2nc(C(=O)NCC(=O)NCc3cccnc3)c3ccccc3c2=O)cc1,0.5,2.4,20.6,-0.6
COc1cc(OC)cc(C(=O)N2c3ccccc3Sc3ccccc32)c1,-0.1,-0.6,-6.4,0.2
Cc1cc(NC(=O)CSc2cn(Cc3ccccc3)c3ccccc23)no1,0.2,2.2,13.3,-1.8
CCC(Oc1ccccc1)C(=O)Nc1ccc(F)cc1 (stereo not given),0.0,1.5,-0.5,0.3
CC1CCCCN1CCCNc1ccc(N2C(=O)CCCC2=O)cc1[N+](=O)[O-] (stereo not given),-0.1,-0.1,-1.1,0.0
Cc1cc(C)n2nc(SCC(=O)NCCN3CCOCC3)nc2n1,-0.1,-5.0,17.0,0.1
O=C(c1ncoc1-c1cccs1)N1CCN(c2ccccc2F)CC1,0.0,-21.0,-3.4,5.1*
COc1ccc(CCNC(=O)c2ccc3nc(Nc4nccc5ccccc45)sc3c2)cc1,0.0,-3.1,-6.4,-1.2
O=C(Nc1nc(-c2cc3ccccc3o2)cs1)c1c(F)cccc1F,0.0,-0.4,0.9,0.9
CCOC(=O)COc1ccc(S(=O)(=O)Nc2cccc(F)c2)cc1,1.7,3.2,14.5,-1.3
Cc1nn(S(=O)(=O)c2ccc(C(C)(C)C)cc2)c(C)c1S(=O)(=O)N(C)c1ccccc1,0.3,-0.7,5.0,-1.1
CCS(=O)(=O)C1=NSC2=NC(=O)/C(=C\c3cccc4ccccc34)C(=N)N21,1.0,-10.8,5.8,-0.8
COCCCNCCOc1ccc(Cl)cc1C,-0.3,-6.0,19.6,-0.1
CC(=O)c1ccccc1NC(=O)COC(=O)Cc1ccc(Cl)cc1,0.3,0.7,20.1,-1.1
Cc1ccc2ncccc2c1[N+](=O)[O-],0.0,4.9,13.3,-0.2
CCOC(=O)C1=C(C)NC2=C(C(=O)C(C(=O)OC)C(C)C2)C1c1ccccc1OC(C)C (stereo not given),0.2&-0.2,-8.7&-9.0,-4.2&3.2,5.2*!
CCCOc1ccc(C2NC(=O)NC(C)=C2C(=O)OCC2CCCCC2)cc1 (stereo not given),0.1,9.0,-14.0,-0.6
O=C(CN1CCN(Cc2ccccc2F)C1=O)NCc1ccco1,0.1,0.7,-0.7,-0.7
COc1cc(/C=N/NC(=O)CC#N)ccc1OCc1ccccc1Cl,-0.1,-7.2,-0.7,-0.6
CCOC(=O)CSc1nc2c(sc(=S)n2-c2ccccc2OC)c(=O)n1-c1ccc(Br)cc1,0.1,-3.6,-7.2,0.6
CC1=NN(c2ccc(C)cc2)C(=O)/C1=C\c1ccc(-c2cc([N+](=O)[O-])ccc2Br)o1,0.0,1.6,8.5,-1.0
CCOc1nc(NCCO)nc(Nc2ccc(OC)cc2OC)n1,-0.1,8.4,20.4,0.4
CCN1C(=O)CC(CC(=O)N2CCCCC2c2nccs2)(c2ccccc2C)C1=O (stereo not given),0.0,7.8,18.3,-1.1
Cc1ccc([N+](=O)[O-])c(OCC(=O)Oc2ccccc2)c1,0.2,1.0,3.4,0.0
Cc1ccc(SCCNC(=O)c2ccc(F)cc2)cc1,0.1,-8.2,-1.4,-1.3
COc1ccc(C(=O)COc2ccccc2N2C(=O)C3C4C=CC(C5CC45)C3C2=O)cc1 (stereo not given),-0.1,2.5,-2.3,1.6

# The list goes on (3 carried over from the part before).
SMILES,FBW7 act,TEAD-YAP block,MITF primary,GPR151 activ
Cc1ccc([N+](=O)[O-])c(OCC(=O)Oc2ccccc2)c1,0.2,1.0,3.4,0.0
Cc1ccc(SCCNC(=O)c2ccc(F)cc2)cc1,0.1,-8.2,-1.4,-1.3
COc1ccc(C(=O)COc2ccccc2N2C(=O)C3C4C=CC(C5CC45)C3C2=O)cc1 (stereo not given),-0.1,2.5,-2.3,1.6
CN1CCCc2cc(C(CNC(=O)c3c(F)cccc3F)N3CCCCC3)ccc21 (stereo not given),-0.1,-9.9,1.3,-0.5
C=CCNC(=S)NNC(=O)Cc1cccs1,-0.1,1.5,5.4,-0.7
COc1ccc(CNC(=O)c2c(Nc3ccccc3C)sc(C(=O)c3ccccc3)c2N)cc1,0.0,20.6,10.5,-0.8
CCCCCOc1ccc(/C=C/c2c([N+](=O)[O-])c(=O)n(C)c(=O)n2C)cc1,-0.2,4.0,-3.0,-0.8
Cc1ccc(C(=O)COC(=O)CCC(=O)NC2CCCCC2)cc1[N+](=O)[O-],0.2,-5.3,15.3,-2.5
O=C(O)C(CO)N=Cc1c(O)c2ccccc2oc1=O (stereo not given),-0.1,4.5,12.6,-0.9
O=S(=O)(Nc1cc2c3c(oc2c2ccccc12)CCCC3)c1ccc(Cl)cc1,0.0,6.7,10.2,-0.1
COc1cccc(CNc2nc3nc(C)c(C)c(=O)n3[nH]2)c1,0.3,0.2,-1.9,-2.2
CCOC(=O)c1ccc(NCc2ccc3c(c2)OCO3)cc1,-0.1,-11.5,5.6,0.3
CC(=O)OCC(=O)c1c(C)[nH]c2ccccc12,1.0,-5.0,10.2,0.1
CN(C1CCOCC1)C1CCN(c2ccc(NC(=O)c3cccc(Cl)c3)cc2)CC1,0.0,-44.3,7.4,0.2
Cc1ccccc1N(CC(=O)NCCSC(C)(C)C)S(C)(=O)=O,-0.1,7.6,4.8,-1.0
CCCNC(=O)c1ccccc1NC(=O)Cc1cccc2ccccc12,0.2,-10.2,1.7,-0.8
Cc1ccc(SCC(=O)Nc2nnc(CCS(=O)(=O)c3ccc(Cl)cc3)s2)cc1,0.1,13.2,13.4,2.4
COc1ccc(-c2ccccc2)cc1NCc1ccco1,0.0,-3.4,5.7,-1.5
O=C(Nc1ncc(Cc2cccc(Cl)c2)s1)C1CCCO1 (stereo not given),-0.1,-50.1,9.3,1.2
O=C(NCCN1Cc2ccccc2OC(c2ccsc2)C1)C1CCOC1 (stereo not given),-0.3,-1.8,10.5,0.3
CCOc1ccc(CN2CCOc3ccc(C(O)c4cccnc4)cc3C2)cc1 (stereo not given),0.0,5.5,-1.2,1.1
CC1(C(=O)O)CCC(C(=O)Nc2nccs2)C1(C)C (stereo not given),-0.4,-1.2,-0.6,-0.6
CCN(CC)S(=O)(=O)c1ccc(Cl)c(C(=O)Nc2nncs2)c1,0.0,3.3,1.3,0.0
Cc1ccc(F)cc1S(=O)(=O)N1CCC(CO)(CCc2ccccc2)CC1,0.1,-6.8,2.6,-1.2
N#CC1=C(N)Oc2c(oc(CO)cc2=O)C1c1ccccc1OCc1ccccc1Cl (stereo not given),-0.4,-2.1,2.6,0.0
O=C(CSc1nc2ccsc2c(=O)n1-c1ccc(Cl)cc1)N1CCCC1,0.1,-6.8,-8.9,2.4
O=C(CN(c1cccc(Cl)c1)S(=O)(=O)c1ccccc1)N1CCCC1,0.6,3.5,3.6,0.0
Cc1ccc(C(=O)N/C(=C\c2cccs2)C(=O)NCCCN2CCCC2=O)cc1C,0.2,3.6,5.0,0.7
OC(Cn1cncn1)c1ccc(Cl)cc1 (stereo not given),0.0,-7.0,5.6,1.9
Cc1ccc(NC(=O)c2ccc(S(=O)(=O)NCc3cccnc3)cc2)c(C)c1,0.1,9.5,-4.8,0.3
O=C(Nc1ccc(N2CCOCC2)cc1)c1ccnc(-c2csc3ccccc23)c1,0.0,7.3,3.0,0.5
COC(=O)c1ccc(NC(=O)COc2ccc(C)c(C)c2)cc1,0.1,3.8,5.0,0.0
CCOc1ccc2nc(NC(=O)c3ccc([N+](=O)[O-])c(C)c3)sc2c1,0.4,4.3,4.6,-0.4
CCOCCCNC(=O)CCCn1ncn2c(cc3occc32)c1=O,-0.1,2.5,7.9,-1.0
CCCCN(C)C1CCN(C(=S)Nc2ccc(OC)cc2)CC1,-0.1,3.1,-2.0,0.1
O=C(COC(=O)c1ccc[nH]c1=O)Nc1ccc(SC(F)F)cc1,-0.1,-5.6,-2.1,-1.2
O=C(NCc1nc(-c2ccncc2)n[nH]1)C(c1ccccc1)C1CCCCC1 (stereo not given),-0.2,-0.1,-6.1,7.1*
COc1cccc(C2C3CN(Cc4ccccc4)CC=C3C(C#N)=C(N)C2(C#N)C#N)c1 (stereo not given),0.0,5.0,-3.6,-1.2
CCc1ccccc1NC(=S)N(CCN1CCCCC1)Cc1ccco1,0.0,-7.5,-11.3,-0.3
CCN(CC)c1ccc(/C=C(\NC(=O)c2ccccc2)C(=O)NN)cc1,0.0,0.5,-1.6,1.4
Cc1ccc(CNC(=O)c2nnn(-c3ccc(OC(F)(F)F)cc3)c2N)cc1,0.0,8.2,3.0,1.0
COCCn1nnnc1CN(Cc1cccs1)Cc1cc2cc(OC)ccc2[nH]c1=O,-0.2,4.3,-1.7,1.1
CO[C@@H]1COC(=O)[C@H](C)NC(=O)C/C=C/C(C)[C@H](NS(=O)(=O)c2ccc(C)cc2)COC(=O)[C@H](C)NC(=O)C/C=C/[C@H]1C (stereo not given in full),0.0,nt,-4.9,1.0

# In another format: results already given.
# Order of values: FBW7 act, TEAD-YAP block, MITF primary, GPR151 activ
> CCN(CC)c1ccc(/C=C(\NC(=O)c2ccccc2)C(=O)NN)cc1
→ 0.0, 0.5, -1.6, 1.4
> O=C(NCc1nc(-c2ccncc2)n[nH]1)C(c1ccccc1)C1CCCCC1 (stereo not given)
→ -0.2, -0.1, -6.1, 7.1*
> CCc1ccccc1NC(=S)N(CCN1CCCCC1)Cc1ccco1
→ 0.0, -7.5, -11.3, -0.3

# Later entries
SMILES,FBW7 act,TEAD-YAP block,MITF primary,GPR151 activ
C=CCn1c(SCC(=O)Nc2ccc3c(c2)OCO3)nc2c([nH]c3ccccc32)c1=O,0.9,7.7,-7.8,-2.1
CCOC(=O)c1sc(N)c(C#N)c1COC(=O)c1ccc2c(=O)n3c(nc2c1)CCC3,-0.1,2.9,-2.9,1.1
O=C(O)C1CCCCC1C(=O)Nc1cccc2ccccc12 (stereo not given),-0.1,15.9,0.9,0.3
CC1(C)Cc2ccccc2C(NNc2ccc([N+](=O)[O-])cc2)=N1,-0.2,23.1,12.8,1.2
CC(NC(=O)C1CCN(Cc2ccncc2)CC1)c1ccccc1 (stereo not given),-0.1,1.9,0.0,0.6
O=C1c2nccnc2C(=O)N1c1ccccc1F,0.0,4.7,-11.0,-0.3
c1ccc(Cn2nnnc2C(c2ccncc2)N2CCCCC2)cc1 (stereo not given),-0.1,1.7,-0.1,0.4
COc1ccccc1NC(=O)N(C1=NCCC1)c1ccccc1,0.0,12.2,17.7,-0.3
Oc1ccc(Br)cc1C(=S)N1CCOCC1,-0.2,5.1,1.5,-0.5
Cc1ccc(CNc2oc(-c3ccccc3)nc2C#N)cc1,-0.1,-11.5,21.3,-0.2
